Source: PubChem BioAssay
C2C12 statin: suppressors of simvastatin-induced myotoxicity in C2C12 myotubes | rescue of ATP level, % at 7.49 µM | ATP luminescence, 48 h; scaled: DMSO 0, geranylgeraniol control 100 | AID 602340 | hit rate 0.78% among 330,000;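 active = mean ATP rescue above about 67%, or every replicate alone reaching that limit, limit read from the data, passing the limit was not always enough; inconclusive = no clear call, values can overlap the other calls; inactive = mean under the limit and some replicate under it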;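 note: myotubes were challenged with 10 µM simvastatin during compound exposure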
FN deposit inh: fibronectin deposition inhibition. hit rate 0.086% among 350,000. inhibition, % at 12.6 µM. AH1F fibroblasts, Alexa488-fibronectin deposition fluorescence, overnight;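 active = mean inhibition across replicates of 30% or more, regardless of how many single replicates reach that level; inconclusive = mean under 30% yet at least half of replicates reach 30%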;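 note: positive control wells lacked labelled fibronectin entirely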
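test system = AH1F fibroblasts assembling fluorescent fibronectin matrix | quantity = 10000 AH1F cells per well | buffer or medium = DMEM plus 2% serum, read in PBS | doses = single dose, pinned | incubation = 1 h cell attachment, overnight exposure to compound and label | detection = fluorescence at 485 nm excitation, 525 nm emission | read-out basis = inhibition from reduced deposited-fibronectin fluorescence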
CASP6 VEID inh: blocks human caspase-6 cleavage activity; purified caspase-6, Z-VEID-R110 cleavage fluorescence; hit rate 0.53% among 350,000; inhibition, % at 12.5 µM;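 active = mean inhibition across replicates at least about 35%, with every replicate also reaching that limit, limit read from the data; inconclusive = only one of the two criteria met; inactive = neither criterion met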;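 note: 0% = median of neutral control wells and 100% = no fluorescence left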
Target sequence (P55212 24-179 limits assumed): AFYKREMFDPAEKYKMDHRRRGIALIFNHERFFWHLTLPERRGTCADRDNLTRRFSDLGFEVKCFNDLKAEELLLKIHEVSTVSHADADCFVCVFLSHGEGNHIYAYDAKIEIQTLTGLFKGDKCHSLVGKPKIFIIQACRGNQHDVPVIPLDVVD
Target sequence (P55212 194-293 limits assumed): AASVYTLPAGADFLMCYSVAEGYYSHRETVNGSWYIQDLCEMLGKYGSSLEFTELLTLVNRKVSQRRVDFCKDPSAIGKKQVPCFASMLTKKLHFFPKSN
S100A4 inh HTS: blocks human S100A4 binding to myosin IIA peptide | P26447 | S100A4/TAMRA-MyoIIA peptide fluorescence polarization | inhibition, % at 10.7 µM | hit rate 0.14% among 360,000;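 active = mean inhibition of at least 70% across replicates, with every replicate also reaching that level; inconclusive = mean inhibition reaches 70% but some replicates fall short; inactive = mean inhibition below 70%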
Target sequence (P26447 whole entry, looked up): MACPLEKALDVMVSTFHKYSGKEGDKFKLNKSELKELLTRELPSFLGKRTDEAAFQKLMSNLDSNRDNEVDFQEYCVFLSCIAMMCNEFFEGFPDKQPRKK
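Material: S100A4 monomer (human). Medium: Calcium-containing HEPES buffer, pH 7.2. Probe or stimulus: labelled myosin peptide probe, 5 nM. Compound dosing: one concentration per compound. Timing: polarization read 5 min after assay mix addition, stable 5–60 min. Benchmarks: DMSO as neutral control, TFP as positive control.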
LGR2 inh: Drosophila LGR2 receptor signaling inhibition; HEK293 LGR2, CRE-luciferase, bursicon-stimulated, 4 h; inhibition, % at 9.99 µM; hit rate 0.35% among 380,000; AID 720647;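 active = drop in luminescence signal, shown as inhibition above about 50% in the replicate tests, limit read from the data, passing the limit was not always enough; inconclusive = probably only some replicates passing the limit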;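 note: agonist challenge used bursicon conditioned medium at about half maximal strength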
esBAF inh: inhibitors of esBAF chromatin remodeling in mouse ES cells; Bmi1-luciferase knock-in reporter, 24 h; 100% = twice the neutral-well signal; reporter increase, % at 12.5 µM; hit rate 2% among 350,000; in the data active = activation above about 40%; inconclusive = no clear call, values can overlap the other calls;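 note: 0% = median of the plate's neutral control wells and 100% = double that signal; a rise in the Bmi1 reporter signal indicates esBAF inhibition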
SIRT5 inh: sirtuin-5 (human) deacylase inhibition | Q9NXA8 | Purified SirT5, succinyl-peptide AMC, trypsin-coupled fluorescence | inhibition, % at 15 µM | hit rate 1.1% among 330,000; in the data active = inhibition above about 15%; inconclusive = no clear call, values can overlap the other calls
Target sequence (Q9NXA8 whole entry, looked up): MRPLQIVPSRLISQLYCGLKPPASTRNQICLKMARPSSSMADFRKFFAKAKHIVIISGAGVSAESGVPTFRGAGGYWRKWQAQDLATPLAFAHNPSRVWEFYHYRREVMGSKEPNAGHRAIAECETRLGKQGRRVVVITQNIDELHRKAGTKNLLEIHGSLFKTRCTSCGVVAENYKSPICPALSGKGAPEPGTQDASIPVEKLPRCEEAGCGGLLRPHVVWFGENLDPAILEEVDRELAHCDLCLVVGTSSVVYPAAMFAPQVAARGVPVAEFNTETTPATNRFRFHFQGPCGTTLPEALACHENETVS
* = called active by the depositor; & = joins results of further samples. These rows are one share of the data; count on the stated rates, not on these rows.

For C[C@@H]1CCCCO[C@H](CN(C)C(=O)Cc2ccccc2)[C@@H](C)CN([C@H](C)CO)C(=O)c2cc(NC(=O)Cc3ccccc3)ccc2O1 the results were C2C12 statin -64, FN deposit inh 5, CASP6 VEID inh 0, S100A4 inh HTS 0, LGR2 inh 5, esBAF inh -4 and SIRT5 inh 0.
Screening O=C(C[C@H]1CC[C@H]2[C@@H](COC[C@H](O)CN2C(=O)Nc2ccc(F)cc2)O1)NCCc1ccccc1 returned C2C12 statin 15, FN deposit inh -8, CASP6 VEID inh -1, S100A4 inh HTS -5, LGR2 inh 13, esBAF inh 20 and SIRT5 inh 2.
`CC1CCOC2(O1)C(=O)N(CN1CCN(c3ccccc3F)CC1)c1ccccc12` (configuration not stated) gave C2C12 statin -1, FN deposit inh -2 and esBAF inh 3.
Screening COn1c(-c2ccc(Cl)cc2Cl)nc2ncccc21 returned FN deposit inh -3, CASP6 VEID inh 0, S100A4 inh HTS -27, LGR2 inh inconclusive and SIRT5 inh -2.
CNc1cncc(-c2cccc(C(=O)NC3CC3)c2)n1 was read as C2C12 statin -3, FN deposit inh 7, CASP6 VEID inh -3, S100A4 inh HTS 1, LGR2 inh -5 and esBAF inh 3.
Screening O=C(N/N=C/C=C/c1ccc(Br)cc1)C(O)c1ccccc1 (configuration not stated) returned CASP6 VEID inh 0, S100A4 inh HTS 0, LGR2 inh -1 and SIRT5 inh -4.
Cc1ccc(-n2nnnc2-c2ccccc2Br)cc1 was read as C2C12 statin -2, FN deposit inh -5, CASP6 VEID inh -4, S100A4 inh HTS 1, LGR2 inh 3, esBAF inh -4 and SIRT5 inh 0.
For OC[C@@H]1[C@@H](c2ccc(-c3ccc(F)cc3)cc2)[C@@H]2CN(CCC(F)(F)F)CCCCN12 the results were CASP6 VEID inh -1, S100A4 inh HTS -4, LGR2 inh 5 and SIRT5 inh 5.
For CCNC(=O)COC(=O)C1CCC(=O)N(c2ccc(OC)cc2)C1c1ccc(OC)cc1 (configuration not stated) the results were C2C12 statin 6, FN deposit inh -14 and esBAF inh -3.
For C=CCn1c(CCCOc2ccc(Cl)cc2Cl)n[nH]c1=S the results were CASP6 VEID inh 2, S100A4 inh HTS -3, LGR2 inh -11 and SIRT5 inh -10.
`Cc1snc(S(=O)(=O)Cc2c(Cl)cccc2Cl)c1C#N` gave C2C12 statin -5, FN deposit inh -2 and esBAF inh -16.
Screening C[C@@H]1CN([C@H](C)CO)C(=O)c2cccc(NC(=O)Nc3ccc(C(F)(F)F)cc3)c2O[C@@H]1CN(C)C(=O)Nc1cccc2ccccc12 returned FN deposit inh 1, CASP6 VEID inh 1, S100A4 inh HTS 3, LGR2 inh inconclusive, esBAF inh 4 and SIRT5 inh 1.
O=C(CC(=O)Nc1ccc(Br)cc1)Nc1ccc(Br)cc1 was read as C2C12 statin -12, FN deposit inh -6, CASP6 VEID inh -5, S100A4 inh HTS -2, LGR2 inh -8, esBAF inh -3 and SIRT5 inh 1.
`Cc1ccc(S(=O)(=O)Nc2ccc3c(c2)C(=O)N([C@@H](C)CO)C[C@H](C)[C@H](CN(C)C(=O)Nc2ccc(C(F)(F)F)cc2)OCCCC[C@H](C)O3)cc1` gave FN deposit inh 0, CASP6 VEID inh -3, S100A4 inh HTS 4 and LGR2 inh -17.
CC(=O)Nc1cccc(NC(=O)C2CCCO2)c1 (configuration not stated) was read as C2C12 statin 2, FN deposit inh -5, CASP6 VEID inh 1, S100A4 inh HTS -1, LGR2 inh -8, esBAF inh 0 and SIRT5 inh -1.
Screening Cc1ccc(-c2noc(C3CCCN(C(=O)c4ccccc4Br)C3)n2)cc1 (configuration not stated) returned C2C12 statin -11, FN deposit inh -12, CASP6 VEID inh 2, S100A4 inh HTS 1, LGR2 inh -3, esBAF inh 51* and SIRT5 inh -1.
Screening CC1CN(C(=O)COC(=O)c2ccc3ncsc3c2)CC(C)O1 (configuration not stated) returned C2C12 statin 5, FN deposit inh -4, CASP6 VEID inh 0, S100A4 inh HTS -2, LGR2 inh 10 and esBAF inh 34.
COc1ccc(S(=O)(=O)N(C)C[C@@H]2OCc3cnnn3CCCC(=O)N([C@@H](C)CO)C[C@@H]2C)cc1 was read as C2C12 statin -11&9&8, FN deposit inh 3&0, CASP6 VEID inh 1&-3&9, S100A4 inh HTS 2&8&18, LGR2 inh 2&-1, esBAF inh -10&2&-2 and SIRT5 inh -2&3&-2.
For N#Cc1ccsc1NC(=O)CN1C(=O)NC2(CCCCC2)C1=O the results were C2C12 statin -4, FN deposit inh 2, CASP6 VEID inh 6, S100A4 inh HTS -2, LGR2 inh 1, esBAF inh -4 and SIRT5 inh -1.
Cc1ccc(Oc2nc(CN3CCOCC3)nc3sc4c(c23)CCC(C)C4)cc1C (configuration not stated) was read as FN deposit inh -2, CASP6 VEID inh -2, S100A4 inh HTS 1, LGR2 inh -12 and SIRT5 inh 1.
Cn1c2ccccc2c2c(C(=O)O)cn(C3CCCC3)c(=O)c21 was read as FN deposit inh 3, CASP6 VEID inh 2, S100A4 inh HTS -3, LGR2 inh 4, esBAF inh -9 and SIRT5 inh -1.
O=C(NCc1cccc(Cl)c1)c1ccc(-c2ccc(F)c(F)c2)c2ccoc12 was read as C2C12 statin -10, FN deposit inh 4, CASP6 VEID inh 1, S100A4 inh HTS -2, LGR2 inh 26 and esBAF inh -2.
COc1cc2c(cc1[N+](=O)[O-])-c1ccc([N+](=O)[O-])cc1C2 was read as C2C12 statin 19, FN deposit inh -5, CASP6 VEID inh -1, S100A4 inh HTS 6, LGR2 inh -10 and esBAF inh 35.
`Cc1cccn2c(=O)c3cc(C(=O)NCC4CCCO4)c(=N)n(Cc4cccnc4)c3nc12` (configuration not stated) gave FN deposit inh -6, CASP6 VEID inh 3, S100A4 inh HTS -3, LGR2 inh -15 and SIRT5 inh -112.
N/C(Cc1ccc([N+](=O)[O-])cc1)=N\OC(=O)c1ccccc1F was read as C2C12 statin 6, CASP6 VEID inh -5, S100A4 inh HTS 8, LGR2 inh -43, esBAF inh inconclusive and SIRT5 inh -2.
`C[C@@H]1CN([C@@H](C)CO)C(=O)CCCn2cc(nn2)CO[C@@H]1CN(C)C(=O)Nc1ccc(C(F)(F)F)cc1` gave C2C12 statin -6, FN deposit inh 1, CASP6 VEID inh -2, S100A4 inh HTS 0, LGR2 inh -8, esBAF inh 0 and SIRT5 inh -3.
Cc1ccc(S(=O)(=O)Nc2ccc3c(c2)C(=O)N([C@@H](C)CO)C[C@H](C)[C@@H](CN(C)S(=O)(=O)c2ccc(F)cc2)O3)cc1 was read as C2C12 statin 26, CASP6 VEID inh -1, S100A4 inh HTS 12, LGR2 inh -7, esBAF inh -2 and SIRT5 inh 4.
COc1ccc(N2CCCC2)c(NC(=O)COc2ccccc2)c1 was read as C2C12 statin -11, FN deposit inh 4, CASP6 VEID inh -3, S100A4 inh HTS -16, LGR2 inh 5, esBAF inh -82 and SIRT5 inh -3.
`CN(C)CCCN(C(=O)COc1ccccc1)c1nc2ccc(Cl)cc2s1` gave C2C12 statin 5, FN deposit inh 1, CASP6 VEID inh 4, S100A4 inh HTS -2, LGR2 inh 7, esBAF inh 0 and SIRT5 inh -2.
`CC(=O)N(C)C[C@H]1Oc2cc(-c3cccc(C#N)c3)ccc2S(=O)(=O)N([C@H](C)CO)C[C@H]1C` gave C2C12 statin -24, FN deposit inh 16, CASP6 VEID inh -1, S100A4 inh HTS 3, LGR2 inh 8, esBAF inh 1 and SIRT5 inh -6.
CC(C)[Si](OCCCNS(=O)(=O)c1ccc(Br)cc1)(C(C)C)C(C)C was read as CASP6 VEID inh -3, S100A4 inh HTS 10 and SIRT5 inh 8.
`CCOC(=O)C1=C(c2ccccc2)OC(N)=C(C#N)C1c1ccc(Br)s1` (configuration not stated) gave C2C12 statin -6, FN deposit inh -5, LGR2 inh -25 and esBAF inh -11.
For CC(=NNC(=O)c1ccc(NS(=O)(=O)c2ccc(Br)cc2)cc1)c1cccnc1 the results were C2C12 statin 2, FN deposit inh 4, CASP6 VEID inh -1, S100A4 inh HTS 0, LGR2 inh 3, esBAF inh -2 and SIRT5 inh -1.
CC(C)NC(=O)N(C)C[C@H]1Oc2ccc(NC(=O)c3ccncc3)cc2CC(=O)N([C@H](C)CO)C[C@H]1C was read as C2C12 statin 6, FN deposit inh 2, CASP6 VEID inh 4, S100A4 inh HTS 1, LGR2 inh 8, esBAF inh 1 and SIRT5 inh -2.
Screening Cc1ccc(S(=O)(=O)N(C)C[C@@H]2Oc3cc(C#CC4CCCC4)ccc3S(=O)(=O)N([C@@H](C)CO)C[C@H]2C)cc1 returned C2C12 statin 0, FN deposit inh 4, CASP6 VEID inh 1, S100A4 inh HTS 7, LGR2 inh 4, esBAF inh 5 and SIRT5 inh -1.
For CC1Cc2ccccc2C(CCc2ccccc2)=N1 (configuration not stated) the results were C2C12 statin 14, FN deposit inh -6, CASP6 VEID inh 0, S100A4 inh HTS -12, LGR2 inh 7, esBAF inh -11 and SIRT5 inh 0.
S=c1[nH]c2cc(Cl)ccc2s1 was read as CASP6 VEID inh 2, S100A4 inh HTS 0, LGR2 inh -12 and SIRT5 inh -10.
Cc1ccc(COc2ccc(/C=N/NC(=O)c3nnn(-c4nonc4N)c3COc3ccc(F)cc3)cc2)cc1 was read as FN deposit inh -13, CASP6 VEID inh -2, S100A4 inh HTS 1, LGR2 inh -31 and SIRT5 inh -6.
`O=C1CN(S(=O)(=O)c2cccc(F)c2)C[C@@H]2[C@H](c3ccc(-c4ccccc4)cc3)[C@@H](CO)N12` gave CASP6 VEID inh -1, S100A4 inh HTS -32, LGR2 inh -19 and SIRT5 inh 0.
COC(=O)C1C2CC(C(Br)C2Br)C1C(=O)O (configuration not stated) was read as C2C12 statin -2, FN deposit inh 5, CASP6 VEID inh -1, S100A4 inh HTS 0, LGR2 inh -5 and esBAF inh 0.
[O-][n+]1ccccc1SCc1ccccc1 was read as C2C12 statin -6, FN deposit inh -16, CASP6 VEID inh -1, S100A4 inh HTS -2, LGR2 inh 8, esBAF inh 5 and SIRT5 inh -2.
For C/C(N)=C(/C#N)C(=O)CSc1nnc(Nc2ccccc2)s1 the results were FN deposit inh -6, CASP6 VEID inh 0, S100A4 inh HTS -1, LGR2 inh -38 and SIRT5 inh 18*.
`Cc1ccc(S(=O)(=O)N(C)C[C@H]2Oc3ccc(NC(=O)Nc4ccc5c(c4)OCO5)cc3CC(=O)N([C@H](C)CO)C[C@@H]2C)cc1` gave C2C12 statin -151, CASP6 VEID inh 2, S100A4 inh HTS -6, LGR2 inh 7, esBAF inh -3 and SIRT5 inh -2.
For Cc1cccc(NS(=O)(=O)c2nnc(NC(=O)CC(C)C)s2)c1 the results were C2C12 statin 2, FN deposit inh -1, CASP6 VEID inh 0, S100A4 inh HTS 0, LGR2 inh 8, esBAF inh -5 and SIRT5 inh -1.
For CC(NCc1ccc(S(N)(=O)=O)cc1)C(=O)NCc1ccccc1 (configuration not stated) the results were C2C12 statin 2, FN deposit inh 4, CASP6 VEID inh 0, S100A4 inh HTS 4, LGR2 inh -6, esBAF inh -4 and SIRT5 inh -2.
`Cn1cncc1C#Cc1ccc(N2C(c3ccsc3)=Cc3ccc(F)cc3C2c2c[nH]c3ccccc23)cc1` (configuration not stated) gave FN deposit inh 1, CASP6 VEID inh -3, S100A4 inh HTS 1, LGR2 inh 5 and SIRT5 inh -5.
